Bioassay records from PubChem BioAssay.
HCV inhibitor: HCV inhibition; AID 651820; Potency, µM (top dose mostly 41.8 µM), without a hit: at the highest dose activity change, negative = inhibition, most hits filed as inhibitors; 3.4% of 340,000 active; Huh7.5.1 HCVcc-Cre infection, luciferase reporter, 44 h; also: potency is read from the fitted curve at half-maximal effect; % is scaled to controls: 0 for no effect and ±100 for the full control effect
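Reporter virus HCVcc-Cre (~0.5 moi) infects cells exposed to compound; seeding density 1,000 cells/well with 4 h settling beforehand. Luminescence, 15 sec read, taken 44 h post-infection following a 15 min RT substrate incubation.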
Tb PYK inh: T. brucei pyruvate kinase inhibition | Q57TT1 | 0.12% of 410,000 active | Potency, µM (doses to about 76.8 µM), without a hit: at the top dose activity, negative = inhibition, usual class: inhibitors | TbPYK enzyme, Kinase-Glo Plus ATP luminescence, 45 min; also: potency is read from the fitted curve at half-maximal effect; % is scaled to controls: 0 for no effect and ±100 for the full control effect; nearly all actives have a fitted effect of over 50% in size
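Glycolytic pyruvate kinase of T. brucei was incubated with substrate, test compound and 130 uM ADP for 45 minutes at room temperature. Luminescent Kinase-Glo Plus signal was measured after 10 minutes.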
Pf growth 96h: P. falciparum growth inhibition at 96 hours | AID 504834 | 6.9% of 320,000 active | Potency, µM (top dose mostly 28.7 µM), for the others: at the highest dose activity change, negative = inhibition, hits mostly inhibitors | P. falciparum luciferase reporter growth, 96 h; also: potency is read from the fitted curve at half-maximal effect; % is scaled to controls: 0 for no effect and ±100 for the full control effect
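P. falciparum expressing integrated firefly luciferase, in erythrocytes at 2% hematocrit, 0.05% parasitemia, incubated with compounds 96 h at 37 C, 5% CO2. Growth inhibition read as loss of luminescence; two-generation exposure targets delayed-death apicoplast inhibitors.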
CHX counter: affects cycloheximide protein synthesis inhibition readout, counter-screen; cell reporter, cycloheximide protein synthesis inhibition counterscreen; AID 2314; 12% of 300,000 active; max response, %; in the data active = max response mostly above about 13%, no sharp cut-off; inactive = mostly below about 14%; also: read at 38.3 µM for the half of the compounds with a filed dose; 0% is about no effect
LmPK inh: inhibitors of Leishmania mexicana pyruvate kinase; Q27686; purified LmPK, Kinase-Glo ATP luminescence, 1 h; Potency, µM (top dose mostly 57.5 µM), for inactives: top-dose activity change, negative = inhibition, hits mostly inhibitors; 0.37% of 290,000 active; also: potency is read from the fitted curve at half-maximal effect; % is scaled to controls: 0 for no effect and ±100 for the full control effect
Target sequence (Q27686 whole entry, looked up): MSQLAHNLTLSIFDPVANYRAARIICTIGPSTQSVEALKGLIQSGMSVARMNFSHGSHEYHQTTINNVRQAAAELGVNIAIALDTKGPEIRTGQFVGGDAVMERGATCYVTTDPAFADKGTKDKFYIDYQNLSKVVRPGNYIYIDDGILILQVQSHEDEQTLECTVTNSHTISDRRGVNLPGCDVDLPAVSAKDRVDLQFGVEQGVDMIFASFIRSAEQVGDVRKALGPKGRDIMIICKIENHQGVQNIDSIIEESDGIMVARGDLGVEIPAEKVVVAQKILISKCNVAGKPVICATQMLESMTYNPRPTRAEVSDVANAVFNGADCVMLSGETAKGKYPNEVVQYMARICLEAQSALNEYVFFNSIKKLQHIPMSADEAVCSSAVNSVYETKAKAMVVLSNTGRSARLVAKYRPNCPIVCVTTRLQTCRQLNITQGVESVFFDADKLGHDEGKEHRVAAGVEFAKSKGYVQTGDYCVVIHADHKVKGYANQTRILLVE
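Purified LmPK (0.1 nM) with 0.5 mM PEP and 0.1 mM ADP in imidazole buffer pH 7.2 with MgCl2/KCl, 1 h at room temperature. ATP formed was read by luciferase luminescence and normalized to no-enzyme and uninhibited controls.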
Shiga inhibitor: blocks Shiga toxin action in Vero cells. inhibition, % at 38.7 µM. Vero cells, Shiga toxin protein synthesis inhibition reporter. 9.2% of 290,000 active. AID 2315; in the data active = inhibition mostly above about 28%, no sharp cut-off; inactive = mostly below about 43%; also: 0% is about no effect
Pf growth 48h: inhibits P. falciparum growth in the first generation, 48 h; Potency, µM (doses to about 28.7 µM), without a hit: at the top dose activity change, negative = inhibition, actives largely listed as inhibitors; P. falciparum luciferase growth in erythrocytes, 48 h; 5.9% of 310,000 active; also: potency is read from the fitted curve at half-maximal effect; % is scaled to controls: 0 for no effect and ±100 for the full control effect
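Luciferase-expressing P. falciparum in infected erythrocytes (2% hematocrit, 0.1% parasitemia final) in RPMI 1640/0.5% Albumax were exposed to compound for 48 hours at 37 C, 5% CO2; growth read as luminescence.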
* = called active by the depositor; ? = inconclusive; · = no result given; & = joins results of further samples; [ ] = remark or other dose. Unless noted, calls follow the shape of the dose curve; as a rule, active = well fitted curve in the direction sought with a large enough effect; inconclusive = small, poorly fitted or top-dose-only effect, or another doubt; inactive = no such curve, though single readings can be large; an effect the other way counts as inactive or inconclusive.

SMILES	HCV inhibitor	Tb PYK inh	Pf growth 96h	CHX counter	LmPK inh	Shiga inhibitor	Pf growth 48h
Cc1[nH]nc2c1C(c1ccc(F)cc1)C1=C(CC(C)(C)CC1=O)N2 (configuration not stated)	0%	5%	-17%	-4	4%	-16	?
Cn1cccc1Cc1nnc(SCC(=O)NCC2CCCO2)n1C (configuration not stated)	8%	-5%	13%	5	-1%	-7	6%
CCOC(=O)C1CCCN(C(=O)CCCn2nnnc2CN2CCOCC2)C1 (configuration not stated)	10%	2%	?	-4	-5%	-4	-9%
Cc1ccc(C2(C)NC(=O)N(CC(=O)Nc3ccccc3C(=O)NC3CCCC3)C2=O)cc1 (configuration not stated)	3%	-1%	?	·	·	·	-23%
N#Cc1ccccc1NC(=O)COC(=O)c1ccc2c(c1)OCO2	-3%	2%	14%	·	·	·	7%
Cc1nc(CN(C)Cc2nc(Cc3ccccc3Cl)no2)cs1	10%	0%	-1%	2	-11%	12	1%
O=C(/C=C/c1ccco1)Nc1ccc(C(=O)N2CCOCC2)cc1	7%	-20%	9.3µM*	12	-7%	26	2%
N#CCCN(CCN1CCCC1)S(=O)(=O)c1ccc(-c2ccc([N+](=O)[O-])cc2)cc1	13%	1%	41%[activator]	12	5%	-9	-63%
COc1cccc(NC(=S)N/N=C2\CC3CCC2(C)C3(C)C)c1 (configuration not stated)	?	-20%	?	41*	-3%	78*	10µM*
COc1cc(NC(=O)NCc2ccncc2)cc(OC)c1OC	5%	-8%	-20%	5	-3%	-5	?
COCCn1c(SCC(=O)Nc2ccccc2OC)nc2c([nH]c3ccccc32)c1=O	-23%	-5%	9.3µM*	1	0%	12	?
O=c1[nH]c(CN2CCN(c3ccc([N+](=O)[O-])cc3)CC2)nc2ccsc12	?	4%	·	-3	1%	10	?
O=C(O)c1cc(S(=O)(=O)O)cc(Nc2c3ccccc3nc3ccccc23)c1O	-5%	2%	?	18	1%	35	?
O=C(NCCC1=CCCCC1)c1cc(S(=O)(=O)N2CCOCC2)c(Cl)cc1Cl	-2%	-1%	17%	·	·	·	?
Cc1ccc(N2CCN(S(=O)(=O)c3ccc4oc(=O)ccc4c3)CC2)c(C)c1	-21%	15%	-16%	-1	2%	19	-2%
CC(=O)c1cccc(NC(=O)COC(=O)c2ccc(S(C)(=O)=O)c([N+](=O)[O-])c2)c1	5µM*	-1%	?	5	3%	-6	?
CCCNC(=O)NC(C(=O)OC)C12CC3CC(CC(C3)C1)C2 (configuration not stated)	3%	1%	·	-3	-2%	-8	16%
COc1ccc(CCNC(=O)CSc2cccc3cccnc23)cc1OC	13%	-22%	-22%	-2	-3%	-4	-5%
Cc1c(CCC(=O)O)c(=O)oc2c(C)c3occ(-c4ccc(Cl)cc4)c3cc12	-8%	2%	?	-5	7%	-6	·
COc1ccc(CN(Cc2ccc(C(=O)O)cc2)C(=S)Nc2cc(C)cc(C)c2)cc1OC	23%	-3%	1%	1	8%	-4	?

Brought forward from above: 2 compounds, followed by the next part.
SMILES	HCV inhibitor	Tb PYK inh	Pf growth 96h	CHX counter	LmPK inh	Shiga inhibitor	Pf growth 48h
Cc1c(CCC(=O)O)c(=O)oc2c(C)c3occ(-c4ccc(Cl)cc4)c3cc12	-8%	2%	?	-5	7%	-6	·
COc1ccc(CN(Cc2ccc(C(=O)O)cc2)C(=S)Nc2cc(C)cc(C)c2)cc1OC	23%	-3%	1%	1	8%	-4	?
O=C(CN1CCOCC1)NCCc1ccccc1	24%	-5%	10µM*	-2	0%	-15	8%
COc1ccc2c(/C=N/NS(=O)(=O)c3ccc(C)cc3)c[nH]c2c1	?	-13%	6%	9	-14%	-1	0%
CN(Cc1ccccc1)Cc1ccccc1OC(=O)N(C)C	8%	-2%	25%	-10	0%	-22	19%
Cc1noc(C)c1CSCC(=O)Nc1nc2ccc(F)cc2s1	?	2%	-23%	·	·	·	?
CCC(C)(NC(=O)c1ccccn1)C(=O)NC1CCCC1 (configuration not stated)	7%	-3%	?	-1	10%	-12	-15%
Cc1ccc(C(=O)NCC(=O)OCC(=O)NCCNC(=O)COC(=O)CNC(=O)c2ccc(C)cc2)cc1	5%	0%	11%	·	·	·	?
CCOC(=O)CCCNC(=O)COC(=O)c1cc2ccccc2cc1O	6%	0%	-13%	-2	9%	-9	·
OC(CN1c2ccccc2Sc2ccccc21)Cn1nnc2ccccc21 (configuration not stated)	?	5%	?	16*	5%	18	4.7µM*
CCCCNS(=O)(=O)c1ccc(S(=O)(=O)NCc2ccncc2)cc1	10µM*	3%	-28%	-3	4%	-3	2%
CN1N=C(C(=O)N2CCCC(C(=O)c3cccc(C(F)(F)F)c3)C2)CCC1=O (configuration not stated)	16%	6%	?	-2	1%	0	15%
O=C(CSc1nnnn1C1CCCC1)NCCc1ccccc1	4%	4%	31%[activator]	23*	-1%	49*	23%
O=[N+]([O-])c1ccc(-c2nn(-c3ccccc3)cc2/C=N/n2c(-c3ccncc3)n[nH]c2=S)cc1	-4%	-14%	?	-3	7%	-13	?
CC(=O)Nc1ccc(NC(=O)c2nccnc2C(=O)O)cn1	7%	2%	20%	5	-1%	-1	·
Cc1ccc(S(=O)(=O)/N=C(/c2ccccc2)N2CCOCC2)cc1	-4%	6%	-18%	10	2%	19	10%
COc1ccc(C(=O)OCC(=O)N2CCCCCC2)cc1S(=O)(=O)N1CCOCC1	-2%	4%	?	·	·	·	-23%
CCOC(=O)CN1C(=O)S/C(=C/c2ccc(C)o2)C1=O	11%	-3%	10%	24*	2%	46*	18%
CCC(=O)Nc1sc(C(=O)N2CCCCC2)c(C)c1C#N	19%	0%	15µM*	-5	0%	-14	19%
COc1ccc(S(=O)(=O)Nc2c(NC3CCCCC3)c3ccccc3oc2=O)cc1Cl	2%	2%	-25%	5	-3%	-15	16%
COC(=O)C1=C(c2cccc(C#N)c2)C[C@@H]2CC[C@H]1N2C(=O)N1CCC(O)CC1	-3%	3%	?	·	·	·	19%
O=C(NCCN1CCCC1)c1ccccc1Cl	5%	0%	22%	1	-4%	-13	17%
CC1CCCCN1C(=O)COc1ccc(S(=O)(=O)N2CCCC2)cc1[N+](=O)[O-] (configuration not stated)	7%	2%	12µM*	·	·	·	-26%
COc1ccc(NC(=O)c2ncn[nH]2)cc1	3%	3%	·	9	-10%	14	83%[activator]
Cc1ccc(S(=O)(=O)NC(C(=O)Oc2ccc3c(C(F)(F)F)cc(=O)oc3c2)c2ccccc2)cc1 (configuration not stated)	0%&-18%	3%	?	2	1%	3	-5%
O=C1C(Cc2ccccc2)C(c2ccccc2)N1c1ccccc1 (configuration not stated)	-2%	0%	10µM*	-3	2%	-17	?
COc1ccc(CCNC(=O)COC(=O)Cn2cnc3c2c(=O)n(C)c(=O)n3C)cc1	21%	-5%	?	·	·	·	-17%
Cn1nnc(NC(=S)NC(=O)c2ccccc2)n1	30%	5%	?	11	-5%	65*	?
COc1ccccc1C(=O)OCC(=O)Nc1ccc(Cl)cn1	4%	2%	0%	27*	-1%	15	29%
COc1ccc(-n2nc(C(=O)NCC(=O)N3CCN(c4ccccn4)CC3)c3ccccc3c2=O)cc1Cl	?	-2%	?	27*	-4%[11.5 µM]	40	12%
COc1ccc(C2C(C(=O)Nc3cccc(C)n3)c3ccccc3C(=O)N2C)cc1OC (configuration not stated)	13%	-3%	?	-2	-5%	55	?
CSc1nc2sc3c(c2c(=O)[nH]1)CCC(C)C3 (configuration not stated)	-13%	-1%	-24%	20	-3%	-3	23%
CCOC(=O)CC(c1ccc([N+](=O)[O-])cc1)n1c(C)ccc1C (configuration not stated)	?	0%	?	-2	0%	-2	?
O=C(O)c1ccc(Cn2cnc3scc(-c4ccccc4)c3c2=O)cc1	10%	1%	34%[activator]	1	1%	-5	1%
COc1ccc(C(=O)NC2CCN(C(=S)Nc3ccccc3C)CC2)cc1	2%	2%	0%	-3	-3%	-18	15%
CN(C)S(=O)(=O)c1cc(C(=O)NCc2ccccc2)c(Cl)cc1Cl	13µM*	-1%	47%[1.15 µM]	13	5%	-7	-4%
CCC(C)NC(=O)/C=C/c1cccs1 (configuration not stated)	0%	-2%	24%	13	-9%	10	2%
CCOC(=O)N1CCN(C(=O)CNS(=O)(=O)c2c(C)cc(C)cc2C)CC1	18%	-2%	?	-7	4%	-12	-6%
CC1(C)O[C@@H]2[C@H](O1)[C@@H](COS(=O)(=O)O)O[C@H]2n1cnc2c(N)ncnc21	4%	·	51%[activator]	·	·	·	30%
COc1ccc(S(=O)(=O)N(C(=O)C(C)C)c2ccc3oc(=O)sc3c2)cc1	-6%	-5%	·	23	10%	29	?
O=C(Nc1ccccc1NC(=O)c1csnn1)c1csnn1	2%	-7%	53%[activator]	2	3%	-8	37%[activator]
Cc1nc(-c2coc3cc(O)c(C)cc3c2=O)cs1	2%	-9%	·	21*	7.1µM*	39	37%[activator]

Part of the list above in another layout:
Screens in order: HCV inhibitor	Tb PYK inh	Pf growth 96h	CHX counter	LmPK inh	Shiga inhibitor	Pf growth 48h
> CC1CCCCN1C(=O)COc1ccc(S(=O)(=O)N2CCCC2)cc1[N+](=O)[O-] (configuration not stated)
  7%	2%	12µM*	·	·	·	-26%
> COc1ccc(NC(=O)c2ncn[nH]2)cc1
  3%	3%	·	9	-10%	14	83%[activator]
> Cc1ccc(S(=O)(=O)NC(C(=O)Oc2ccc3c(C(F)(F)F)cc(=O)oc3c2)c2ccccc2)cc1 (configuration not stated)
  0%&-18%	3%	?	2	1%	3	-5%
> O=C1C(Cc2ccccc2)C(c2ccccc2)N1c1ccccc1 (configuration not stated)
  -2%	0%	10µM*	-3	2%	-17	?
> COc1ccc(CCNC(=O)COC(=O)Cn2cnc3c2c(=O)n(C)c(=O)n3C)cc1
  21%	-5%	?	·	·	·	-17%
> Cn1nnc(NC(=S)NC(=O)c2ccccc2)n1
  30%	5%	?	11	-5%	65*	?
> COc1ccccc1C(=O)OCC(=O)Nc1ccc(Cl)cn1
  4%	2%	0%	27*	-1%	15	29%
> COc1ccc(-n2nc(C(=O)NCC(=O)N3CCN(c4ccccn4)CC3)c3ccccc3c2=O)cc1Cl
  ?	-2%	?	27*	-4%[11.5 µM]	40	12%
> COc1ccc(C2C(C(=O)Nc3cccc(C)n3)c3ccccc3C(=O)N2C)cc1OC (configuration not stated)
  13%	-3%	?	-2	-5%	55	?
> CSc1nc2sc3c(c2c(=O)[nH]1)CCC(C)C3 (configuration not stated)
  -13%	-1%	-24%	20	-3%	-3	23%

(listing goes on)
SMILES	HCV inhibitor	Tb PYK inh	Pf growth 96h	CHX counter	LmPK inh	Shiga inhibitor	Pf growth 48h
CSc1ccc(CN(C)CC(=O)NC(=O)NC(C)(C)C)cc1	-4%	-8%	-15%	-3	0%	13	?
Cc1ccccc1NC(=O)COC(=O)c1c(-c2ccccc2)noc1C	?	0%	-16%	·	·	·	-29%
COc1ccc(-n2ncc3c(=O)n(CC(=O)NC(C)C)cnc32)cc1	6%	-11%	7.4µM*	0	-5%	-11	0%
COc1cc2c(cc1OC)CN(C(=O)/C=C/c1cc(OC)c(OC)c(OC)c1)CC2	?	0%	4.7µM*	4	-2%	-5	2.6µM*
